From PubChem
ROMK mod: human ROMK K+ channel modulation, primary screen; P48048; Tet-inducible ROMK, thallium flux fluorescence; actives lie on both sides; B-score at 10 µM; 130,000 tested, 2% active;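 active = signal ratio slope over the read window, or its plate-corrected B-score, at least 3 SD from the plate mean, either direction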;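 also: B-score of the F/F0 ratio slope over 7 to 12 s after thallium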
SRC2 TRFRET art: TR-FRET artefact, counter-screen to PPARgamma/SRC-2 agonist assay. hits give high values. TR-FRET ratio at 8 µM. 200,000 tested, 0.4% active. AID 1049; in the data active = TR-FRET ratio above about 2000; also: inactives centre near 1500; reference of the scale not given here
Lmaj promast: Leishmania major promastigote growth inhibition | inhibition, % at 10 µM | Leishmania major promastigotes, resazurin fluorescence viability | 200,000 tested, 9% active | AID 1063; in the data active = inhibition above about 50%;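 also: promastigotes grown with compound for 44 hours at 28 °C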
bIAP act: increases bovine intestinal alkaline phosphatase activity | activation factor at 20 µM | purified bovine IAP, CDP-star luminescence, 30 min; hits give high values; fold of DMSO-control signal, blank-subtracted | 200,000 tested, 0.17% active;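 active = activation factor of 2 or more at 20 µM, a signal rise over negative controls twice the positive control's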
TLR4 MyD88 comp: inhibitors of human TLR4-MyD88 binding; O00206+Q99836; HeLa CL3-4 TLR4/MyD88 BLA complementation, FRET ratio; inhibition, % at 8.4 µM; 200,000 tested, 0.18% active; AID 861; in the data active = inhibition above about 25%;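 also: 0% = vehicle and 100% = reference inhibitor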
bIAP inh: blocks bovine intestinal alkaline phosphatase activity; purified bovine IAP, CDP-star luminescence, 30 min; 190,000 tested, under 10 active; inhibition, % at 20 µM;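 active = over 50% inhibition of intestinal alkaline phosphatase at 20 µM in the single-dose screen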
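Incubation: 30 min reaction at room temperature / Material: purified bovine intestinal alkaline phosphatase (IAP) enzyme / Input: enzyme at 1/65,000,000 dilution / Dosing: 20 µM single dose / Signal: CDP-star luminescence signal / Reagent: CDP-star chemiluminescent phosphatase substrate, 30 µM final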
PPARg SRC2 recr: PPARgamma-driven SRC-2 recruitment agonism; P37231; activation, % at 8 µM; PPARgamma LBD-SRC-2 recruitment, biochemical; AID 1032; 200,000 tested, 0.34% active; in the data active = activation above about 22%;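 also: 0% = vehicle and 100% = reference agonist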
Target sequence (P37231 whole entry, looked up, the tested form may be a part): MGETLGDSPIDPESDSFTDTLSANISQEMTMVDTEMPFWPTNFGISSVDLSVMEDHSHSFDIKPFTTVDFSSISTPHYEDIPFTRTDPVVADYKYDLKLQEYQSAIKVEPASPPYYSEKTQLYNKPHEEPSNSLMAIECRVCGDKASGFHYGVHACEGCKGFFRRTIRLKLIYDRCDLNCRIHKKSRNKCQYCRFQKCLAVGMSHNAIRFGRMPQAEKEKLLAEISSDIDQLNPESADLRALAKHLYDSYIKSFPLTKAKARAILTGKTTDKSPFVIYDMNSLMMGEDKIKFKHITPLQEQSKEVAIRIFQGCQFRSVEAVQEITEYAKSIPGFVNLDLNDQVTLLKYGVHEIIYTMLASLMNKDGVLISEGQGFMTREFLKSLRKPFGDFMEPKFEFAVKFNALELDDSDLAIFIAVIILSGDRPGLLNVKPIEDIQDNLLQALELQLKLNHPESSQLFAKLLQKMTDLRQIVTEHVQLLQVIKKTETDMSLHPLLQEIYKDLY
PPARg SRC-3 ag: agonists of human PPARgamma SRC-3 coactivator recruitment. P37231. biochemical PPARgamma/SRC-3 coactivator recruitment assay. activation, % at 8 µM. 200,000 tested, 0.26% active; in the data active = activation above about 23%;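 also: 0% = DMSO and 100% = reference agonist; some compounds past the cut are filed as inactive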
Redox H2O2 prof: compounds producing H2O2 with reducing agent – biochemical, NIH compound library profiling, artefact control for MLSCN library redox annotation, primary screen | DTT-dependent redox cycling H2O2, phenol red/HRP absorbance; 100% = 100 µM peroxide control, 0% = buffer | activation, % at 10 µM | 200,000 tested, 0.03% active | AID 878;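 active = activation of at least 50% relative to the plate's high and low controls in the primary single-dose screen; inactive = activation below 50%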;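 also: compound incubated with DTT at 0.8 mM final as the reducing agent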
S1P3 antagonist: S1P3 (human) receptor antagonism; inhibition, % at 4.98 µM; CHO S1P3 NFAT-BLA reporter, FRET fluorescence, antagonist mode; 170,000 tested, 0.27% active;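 active = inhibition above the plate cutoff, the mean inhibition of test wells on that plate plus 3 SD, cut at about 28% in these data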;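 also: cells challenged with S1P at its EC80 of 0.8 µM; blue over green emission ratio from cleaved BLA substrate after 4 h stimulation; 0% = S1P-stimulated wells and 100% = unstimulated DMSO-only wells; some compounds past the cut are filed as inactive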
Target sequence (Q99500 whole entry, looked up): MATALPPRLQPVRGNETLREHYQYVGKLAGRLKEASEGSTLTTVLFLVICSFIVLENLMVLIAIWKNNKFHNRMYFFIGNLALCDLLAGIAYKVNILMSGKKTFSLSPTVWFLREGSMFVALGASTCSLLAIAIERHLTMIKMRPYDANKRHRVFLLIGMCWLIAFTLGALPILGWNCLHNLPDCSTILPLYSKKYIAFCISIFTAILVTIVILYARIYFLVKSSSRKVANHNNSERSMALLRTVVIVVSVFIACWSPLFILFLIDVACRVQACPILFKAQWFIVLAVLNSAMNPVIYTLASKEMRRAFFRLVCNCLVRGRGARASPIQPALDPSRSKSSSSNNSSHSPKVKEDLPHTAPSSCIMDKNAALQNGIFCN
PPARg SRC-1 ag: agonists of human PPARgamma SRC-1 coactivator recruitment. activation, % at 8 µM. 200,000 tested, 0.41% active. P37231. AID 631. PPARgamma-SRC-1 coactivator recruitment biochemical assay; in the data active = activation above about 19%;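 also: 0% = DMSO and 100% = reference agonist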
An asterisk follows results filed as active; . = no result given.

Order of results – ROMK mod | SRC2 TRFRET art | Lmaj promast | bIAP act | TLR4 MyD88 comp | bIAP inh | PPARg SRC2 recr | PPARg SRC-3 ag | Redox H2O2 prof | S1P3 antagonist | PPARg SRC-1 ag
[1] Cc1ccc(C(=O)NCc2nnc(SCC(=O)Nc3sc4c(c3C#N)CCCC4)n2C)cc1
    . | 1659 | 1 | 1 | -1 | 5 | 8 | 1 | -0.3 | -22 | 4
[2] CN(CC1CCOCC1)C(=O)CC1C(=O)NCCN1C/C=C/c1ccccc1 (stereo not drawn)
    1.8 | 1564 | 0 | 0.9 | -3 | 10 | 1 | -5 | -1.4 | 12 | -1
[3] Cc1ccc(OCC(=O)NCCO)cc1C
    0.0078 | 1512 | -3 | 1 | 7 | 5 | -2 | 2 | 0.2 | . | 2
[4] O=C(Oc1cccc(-n2cnnn2)c1)c1ccco1
    . | 1511 | -2 | 0.9 | -5 | 13 | -8 | -4 | 2.5 | . | -4
[5] CCC(CC)C(=O)OCC(=O)Nc1cccc([N+](=O)[O-])c1
    1 | 1694 | -4 | 1 | -15 | 3 | 9 | 7 | -0.3 | -10 | 9
[6] COc1ccc(S(=O)(=O)N2CCC(C(=O)N3CCc4ccccc4C3)CC2)cc1OC
    -3 | 1491 | -4 | 1 | -2 | -2 | 6 | -5 | 0.1 | -13 | -4
[7] CCCCN=C1NC(=O)C(CC(=O)Nc2ccc(Cl)cc2)S1 (stereo not drawn)
    0.59 | 1558 | -3 | 0.9 | 0 | 10 | 8 | 0 | -0.1 | . | 4
[8] CCCCN(C)C(=O)C1CCN(Cc2ccccn2)CC1
    . | 1582 | -1 | 1.2 | 11 | -18 | -3 | 0 | 1.1 | 0 | 3
[9] CCOC(=O)c1cc(-c2ccccc2)n(CCC(=O)N2CCN(c3ccc(OC)cc3)CC2)c1C
    -1.4 | 1605 | 9 | 0.9 | -2 | 15 | 2 | -1 | -0.7 | 1 | 2
[10] CC(c1n[nH]c(=S)n1-c1ccccc1)N1CCCCC1 (stereo not drawn)
    -0.032 | 1335 | -3 | 1 | -3 | -3 | -1 | -1 | -0.9 | -10 | -2
[11] COc1ccc(/C=C/C(=O)c2ccc(OC)cc2OC)cc1
    . | 1592 | 26 | 0.8 | 5 | 21 | -2 | 5 | 0.3 | 6 | 1
[12] CCCOc1ccc(OCCCCNC(C)CC)cc1 (stereo not drawn)
    0.2 | 1713 | 99* | 0.9 | -3 | 14 | 0 | 8 | 0.1 | . | 0
[13] Clc1ccccc1C1=CC(c2ccco2)n2nnnc2N1 (stereo not drawn)
    0.061 | 1712 | 24 | 1.2 | -2 | -15 | 3 | -2 | 2.1 | 10 | 12
[14] O=C(CN1CCN(Cc2ccccc2)CC1)NCC1COc2ccccc2O1 (stereo not drawn)
    . | 1551 | 15 | 0.9 | -14 | 14 | -11 | -18 | 3.3 | . | -5
[15] COc1cccc(NC(=O)NC2(C(F)(F)F)Oc3ccccc3O2)c1
    -0.69 | 1498 | -1 | 1.1 | -5 | -7 | 1 | 1 | 0.9 | . | 9
[16] Cn1c(=O)[nH]c(=O)c2c1nc(OC(=O)c1ccccc1)n2CC(O)COc1ccccc1 (stereo not drawn)
    . | 1520 | -5 | 1 | 6 | -1 | 8 | 19 | -0.6 | -10 | 8
[17] CCn1cc(C(=O)NCC2CCCO2)c(=O)c2cc(S(=O)(=O)N3CCCCCC3)ccc21 (stereo not drawn)
    . | 1532 | 10 | 1.1 | -10 | -9 | -2 | -3 | 1.4 | 1 | -7
[18] O=S(=O)(Nc1ccccn1)c1ccc(Cl)cc1
    1.1 | 1358 | -2 | 0.9 | -7 | 6 | 7 | -5 | 0.8 | -19 | -4
[19] COC(=O)CN(C#N)c1nc(NC(C)C)nc(NC(C)C)n1
    0.56 | 1669 | 0 | 1.1 | 4 | -11 | 14 | 2 | -1.8 | -6 | 4
[20] Cc1cccc(C)c1N1CCN(c2n[nH]c(N)n2)CC1
    2 | 1793 | 2 | 0.9 | -10 | 11 | -3 | 1 | -0.4 | -10 | 7
[21] Cn1c2ccccc2n2c(=O)c(Cl)c(-c3ccccc3)c(C#N)c12
    0.39 | 1667 | 62* | 1.1 | -9 | -15 | 9 | 5 | 0.2 | -12 | 8
[22] COc1cc(NC(=O)C2C3C=CC(C3)C2C(=O)O)c(OC)cc1Cl (stereo not drawn)
    . | 1683 | -1 | 0.9 | 1 | 5 | 10 | 12 | 3.5 | -10 | 7
[23] COc1ccc(C(=O)Nc2ccc3c(c2)Cc2ccccc2-3)cc1
    0.87 | 1525 | 5 | 0.9 | 1 | 12 | -1 | -15 | -0.9 | . | -4
[24] CCCc1ccc(Oc2cn[nH]c2-c2ccc(O)c(C)c2O)cc1
    -4* | 1307 | 44 | 1.4 | 5 | -42 | 8 | 4 | -2.8 | 0 | 3
[25] COc1cccc(C(=O)Nc2cccc(C(=O)NC3=NN(c4c(Cl)cc(Cl)cc4Cl)C(=O)C3)c2)c1
    . | 1608 | -3 | 0.9 | -8 | 7 | 4 | -8 | 3.2 | . | 5
[26] O=C(COC(=O)c1ccc(S(=O)(=O)N2CCOCC2)cc1)NC1CCCC1
    -1.8 | 1349 | 9 | 0.9 | 12 | 9 | -6 | -7 | 2.5 | -18 | -4
[27] Cc1oc(-c2ccc3c(c2)OCCO3)cc1C(=O)NC(CCC(=O)O)C(=O)O (stereo not drawn)
    0.8 | 1768 | 3 | 1.1 | 0 | -5 | 8 | 3 | 2.2 | -3 | 11
[28] COc1cc(NS(=O)(=O)c2ccc(NC(=O)c3ccc(C)o3)cc2)nc(OC)n1
    . | 1323 | 0 | 0.9 | 8 | 6 | -4 | 10 | 1.2 | 5 | -3
[29] Cc1n[nH]c(=O)nc1NCCc1ccccc1
    -2.1 | 1296 | -2 | 0.9 | 11 | 8 | -10 | -5 | 0.2 | . | -1
[30] CCCCC(=O)Nc1ccc(C(=O)N2CCCC(C(=O)OCC)C2)cc1 (stereo not drawn)
    0.88 | 1592 | -5 | 1 | -10 | 0 | 12 | 15 | 0.2 | -13 | 6

Some values from the results shown.
For bIAP inh, `COC(=O)CN(C#N)c1nc(NC(C)C)nc(NC(C)C)n1` shows -11
For S1P3 antagonist, `COc1cc(NS(=O)(=O)c2ccc(NC(=O)c3ccc(C)o3)cc2)nc(OC)n1` shows 5
For bIAP act, `COc1ccc(S(=O)(=O)N2CCC(C(=O)N3CCc4ccccc4C3)CC2)cc1OC` shows 1
For Lmaj promast, `O=S(=O)(Nc1ccccn1)c1ccc(Cl)cc1` shows -2
For ROMK mod, `CCCCN=C1NC(=O)C(CC(=O)Nc2ccc(Cl)cc2)S1` (stereo not drawn) shows 0.59
For TLR4 MyD88 comp, `O=C(COC(=O)c1ccc(S(=O)(=O)N2CCOCC2)cc1)NC1CCCC1` shows 12
For Lmaj promast, `CCCCN(C)C(=O)C1CCN(Cc2ccccn2)CC1` shows -1

Reformatted as a markdown table: two of the compounds above.
| nr | Molecule | ROMK mod | SRC2 TRFRET art | Lmaj promast | bIAP act | TLR4 MyD88 comp | bIAP inh | PPARg SRC2 recr | PPARg SRC-3 ag | Redox H2O2 prof | S1P3 antagonist | PPARg SRC-1 ag |
| --- | --- | --- | --- | --- | --- | --- | --- | --- | --- | --- | --- | --- |
| 29 | Cc1n[nH]c(=O)nc1NCCc1ccccc1 | -2.1 | 1296 | -2 | 0.9 | 11 | 8 | -10 | -5 | 0.2 | . | -1 |
| 30 | CCCCC(=O)Nc1ccc(C(=O)N2CCCC(C(=O)OCC)C2)cc1 (stereo not drawn) | 0.88 | 1592 | -5 | 1 | -10 | 0 | 12 | 15 | 0.2 | -13 | 6 |

Going on with the list:
Order of results – ROMK mod | SRC2 TRFRET art | Lmaj promast | bIAP act | TLR4 MyD88 comp | bIAP inh | PPARg SRC2 recr | PPARg SRC-3 ag | Redox H2O2 prof | S1P3 antagonist | PPARg SRC-1 ag
[31] C=CCN(C(=O)Nc1ccc(Cl)cc1)C1CC(=O)N(c2ccc(OC)cc2)C1=O (stereo not drawn)
    0.021 | 1401 | 5 | 0.9 | -2 | 6 | 3 | -9 | 0.7 | 13 | -4
[32] COc1cc(C(=O)Nc2cccc(-c3nncn3C)c2)cc(OC)c1OC
    . | 1574 | 2 | 0.9 | 19 | 7 | 2 | -9 | 2.4 | 10 | -9
[33] Cc1cccc2cc(CN(CCCO)C(=O)Nc3ccc(Cl)cc3)c(=O)[nH]c12
    . | 1483 | 3 | 0.4 | 9 | . | 2 | 4 | -2.3 | . | 10
[34] CSC1=C(C#N)C(C)C2=C(CC(C)(C)CC2=O)N1 (stereo not drawn)
    0.53 | 1685 | -1 | 0.8 | -6 | 16 | 2 | 13 | 1.4 | -22 | 8
[35] COc1cccc(-n2nc(C(C)=O)c(=O)[nH]c2=O)c1
    1.1 | 1721 | -7 | 1.2 | -10 | -20 | -3 | -2 | 0.1 | -3 | -1
[36] Cc1nnc2sc(-c3cccc(NC(=O)c4cccnc4)c3)nn12
    . | 1509 | 19 | 0.9 | -17 | 12 | 5 | 4 | 2.3 | -2 | -5
[37] O=C1/C(=C\c2ccc(Br)o2)Cc2ccccc21
    0.1 | 1505 | -5 | 0.9 | -9 | 6 | -1 | 6 | 0.1 | 2 | -1
[38] O=C1c2ccccc2C(=O)N1CCCCN1CCN(CCCCN2C(=O)c3ccccc3C2=O)CC1
    . | 1175 | -2 | . | -5 | . | 4 | -3 | 0.1 | 12 | -6
[39] CCOc1ccc2nc(SCC(=O)NCc3ccc(OC)c(OC)c3)[nH]c2c1
    -0.03 | 1595 | -9 | 1.4 | 8 | -41 | -7 | 5 | 0.0 | -12 | 4
[40] Oc1ccc(Nc2ncnc3scc(-c4ccccc4)c23)cc1
    1.3 | 1591 | 3 | 1 | 10 | 0 | -4 | 0 | 0.0 | 2 | -6
[41] Cc1ccccc1OCC(=O)NNC=O
    0.059 | 1432 | -1 | 1.2 | -6 | -22 | -4 | -3 | -0.2 | -7 | -6
[42] CCN(CC)S(=O)(=O)c1ccc(Cl)c(NC(=O)COc2ccc3c(C)cc(=O)oc3c2)c1
    0.39 | 1354 | -5 | 0.9 | 8 | 14 | 4 | -1 | 0.3 | 9 | -9
[43] C=CCNC(=S)NCCCCC1NC(=S)N(CC=C)C1=O (stereo not drawn)
    -1.1 | 1660 | -4 | 0.9 | -1 | 7 | -5 | -2 | -0.6 | -9 | 2
[44] O=C(CCSc1nc(-c2ccco2)cc(C(F)(F)F)n1)N1CCCc2ccccc21
    -0.92 | 1570 | 76* | 1 | 4 | -2 | 3 | 0 | -0.3 | -1 | 2
[45] COC(=O)[C@H](CC(C)C)NC(=O)Nc1ccc2c(c1)OCCO2
    0.42 | 1447 | -3 | 0.9 | -1 | 10 | 3 | 6 | -0.3 | -8 | -4
[46] COc1cccc(C(=O)NNC(=O)Cc2cccs2)c1
    . | 1804 | -2 | 1.1 | 20 | -7 | 9 | -2 | -0.9 | -3 | 5
[47] CCN(CCO)C(=O)C(c1ccccc1)c1ccccc1
    . | 1586 | 0 | 1 | -14 | 0 | 0 | -1 | 3.9 | . | 4
[48] COc1ccc(NC(=O)CSc2nnnn2-c2ccc(OC)cc2)cc1
    0.25 | 1430 | -3 | 0.8 | 9 | 15 | 5 | 1 | 0.6 | . | 1
